GPR151 ag – activators of human GPR151. PathHunter beta-arrestin GPR151 cells, luminescence. activation, % at 11.2 µM. 650,000 compounds, 1% hits. AID 1508602; in the data active = activation above about 4.9%;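 also: 0% = median of compound wells and 100% = cells with positive control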
Target sequence (Q8TDV0 whole entry, looked up): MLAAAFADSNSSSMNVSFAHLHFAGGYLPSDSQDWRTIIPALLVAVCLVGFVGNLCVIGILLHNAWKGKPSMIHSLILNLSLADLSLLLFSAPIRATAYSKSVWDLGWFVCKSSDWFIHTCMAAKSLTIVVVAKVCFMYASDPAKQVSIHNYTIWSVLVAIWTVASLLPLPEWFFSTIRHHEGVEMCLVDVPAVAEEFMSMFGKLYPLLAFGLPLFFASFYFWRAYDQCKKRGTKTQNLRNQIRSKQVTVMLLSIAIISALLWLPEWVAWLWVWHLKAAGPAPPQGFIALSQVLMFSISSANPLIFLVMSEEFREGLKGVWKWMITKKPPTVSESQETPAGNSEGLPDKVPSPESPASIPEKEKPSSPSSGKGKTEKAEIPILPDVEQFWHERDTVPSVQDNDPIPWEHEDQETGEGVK
FBW7 act – activators of human E3 ligase FBW7; Q969H0; AlphaScreen FBW7–phospho-cyclin E peptide binding, activator screen; normalized activity (activation), % at 26.1 µM; 650,000 compounds, 0.13% hits; AID 1259310; in the data active = normalized activity above about 1.9%;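 also: purified mutant Fbw7 with reduced substrate affinity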
MITF primary – blocks human microphthalmia-associated transcription factor. O75030. inhibition, % at 2.6 µM. AlphaScreen MITF homodimerization, bead proximity signal. 650,000 compounds, 0.91% hits; in the data active = inhibition above about 50%;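 also: 0% = vehicle wells with protein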
Target sequence (O75030 whole entry, looked up): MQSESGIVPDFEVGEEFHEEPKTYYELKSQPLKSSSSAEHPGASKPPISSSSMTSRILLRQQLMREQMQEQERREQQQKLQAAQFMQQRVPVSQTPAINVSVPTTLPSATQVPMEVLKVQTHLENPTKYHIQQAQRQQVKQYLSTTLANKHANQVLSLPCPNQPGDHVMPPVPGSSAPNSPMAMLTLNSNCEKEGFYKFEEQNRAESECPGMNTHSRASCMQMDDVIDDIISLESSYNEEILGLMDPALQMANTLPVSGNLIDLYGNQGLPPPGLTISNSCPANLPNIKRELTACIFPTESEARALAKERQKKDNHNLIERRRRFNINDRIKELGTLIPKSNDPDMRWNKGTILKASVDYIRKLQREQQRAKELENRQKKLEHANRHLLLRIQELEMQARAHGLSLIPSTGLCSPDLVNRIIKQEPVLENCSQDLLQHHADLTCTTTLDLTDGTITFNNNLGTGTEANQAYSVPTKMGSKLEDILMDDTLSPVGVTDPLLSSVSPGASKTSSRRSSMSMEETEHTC
TEAD-YAP block – TEAD-YAP interaction inhibition | AID 1259422 | inhibition, % at 9.12 µM | HEK-TIYL cells, TEAD-Gal4/YAP UAS-luciferase luminescence | 640,000 compounds, 1.4% hits; in the data active = inhibition above about 32%;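 also: 0% = median of test compound wells and 100% = reference inhibitor wells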
The depositor's hits bear a star; & = joins results of further samples.

[1] COC(=O)c1ccc(NC(=O)c2ccc3c(c2)C(=O)N(c2cccc([N+](=O)[O-])c2)C3=O)cc1
[2] O=C(Sc1ccc(Oc2ccc(SC(=O)c3ccco3)cc2)cc1)c1ccco1
[3] O=C(Cn1cccc1C(=O)c1ccccc1)NCc1ccc(F)cc1
[4] O=C(Cc1cccc2ccccc12)Nc1ccc(O)cc1C(=O)O
[5] CCN(CC)S(=O)(=O)c1cc([N+](=O)[O-])ccc1N/N=C/c1cccs1
[6] C=CCn1c(N2CCC(C(=O)NCCCO)CC2)nc2ccccc21

assay / entry	1	2	3	4	5	6
GPR151 ag	-0.5	-0.8	0.9	-0.4	0.0	0.1
FBW7 act	-0.1	0.0	0.1	0.2	0.0	-0.1
MITF primary	-2	2	-2	-3	-4	-7
TEAD-YAP block	-2	3	3	-8	-7	3

[7] COc1cc(CN2CCN(CCCc3ccccc3)C(CCO)C2)cc(OC)c1OC (centres undefined)
[8] O=C(CCCCn1c(=O)[nH]c2ccsc2c1=O)NCC1CCCO1 (centres undefined)
[9] N#CCN1CCN(CC(=O)Nc2ccc(F)cc2)CC1
[10] CCN(CC)C(=O)C1CCCN(c2nc(NCCN3CCOCC3)c3ncn(CCN4CCCC4=O)c3n2)C1 (centres undefined)
[11] CCCn1nc(Oc2nc(N(C)C)nc(N(C)C)n2)ccc1=O
[12] CCN(Cc1ccncc1)C(=S)NCCN(C)C

assay / entry	7	8	9	10	11	12
GPR151 ag	1.0	-0.8	4.8	-2.4	0.9	0.9
FBW7 act	0.0	0.1	0.1	0.0	0.0	-0.2
MITF primary	-8	-15	11	12	1	40
TEAD-YAP block	2	-1	3	5	-1	5

[13] COCCn1c(SC)nc2c(c1=O)SC(C)C2 (centres undefined)
[14] CN(c1ccc(C(=O)N2CCOCC2)cc1)S(=O)(=O)c1ccc(Cl)cc1
[15] CCOC(=O)C1=C(CSc2nc(-c3ccncc3)ccc2C#N)OC(N)=C(C#N)C1c1cccnc1 (centres undefined)
[16] C=CCNc1nc(Nc2ccc(I)cc2)nc(OC)n1
[17] CCOC(=O)c1sc2nc(SCc3cc(C(C)=O)ccc3OC)n(Cc3ccc4c(c3)OCO4)c(=O)c2c1C
[18] COc1ccc(CC2(C)OC(c3ccc(C(C)(C)C)cc3)=NN2C(C)=O)cc1 (centres undefined)

assay / entry	13	14	15	16	17	18
GPR151 ag	-0.1	3.2	3.1	-1.6	-1.3	-1.2
FBW7 act	-0.1	0.0	-0.1	0.1	-0.1	1.1
MITF primary	14	-11	0	10	-1	20
TEAD-YAP block	7	-4	2	-19	-16	-10

An excerpt of these results, with two lines to a compound.
Values run as follows: GPR151 ag, FBW7 act, MITF primary, TEAD-YAP block
#16 C=CCNc1nc(Nc2ccc(I)cc2)nc(OC)n1
    -1.6, 0.1, 10, -19
#17 CCOC(=O)c1sc2nc(SCc3cc(C(C)=O)ccc3OC)n(Cc3ccc4c(c3)OCO4)c(=O)c2c1C
    -1.3, -0.1, -1, -16
#13 COCCn1c(SC)nc2c(c1=O)SC(C)C2 (centres undefined)
    -0.1, -0.1, 14, 7
#18 COc1ccc(CC2(C)OC(c3ccc(C(C)(C)C)cc3)=NN2C(C)=O)cc1 (centres undefined)
    -1.2, 1.1, 20, -10

The list goes on.
[19] CCN(C(=O)COC(=O)/C=C/c1ccc(I)o1)C1CCCCC1
[20] Cc1sc(NC(=O)c2ccco2)c(C(c2cccnc2)N2CCN(c3ccccc3F)CC2)c1C (centres undefined)
[21] CN1CCN(C(=O)c2cc(-c3ccc(Cl)cc3)on2)CC1
[22] O=C(Cn1c(NCCCO)nc2ccccc21)c1ccc(F)cc1
[23] c1ccc2c(c1)ccc1[nH]c(C3CCCCC3)nc12
[24] COc1ccc(S(=O)(=O)N2CCN(C3CCCCC3)CC2)cc1OC

assay / entry	19	20	21	22	23	24
GPR151 ag	-2.4	0.3	-0.1	-0.3	0.7	-1.3
FBW7 act	-0.1	-0.1	-0.1	-0.1	-0.1	0.1
MITF primary	-2	-14	-6	-3	-10	-9
TEAD-YAP block	-6	37*	-33	1	-47	5

[25] Cc1nc(-c2cccc(NC(=O)C(C)C)c2)cs1
[26] c1ccc(-c2cnc3ccc(NCc4ccncc4)nn23)cc1
[27] O=C(c1cscn1)N1CCC(CO)(Cc2ccccc2C(F)(F)F)CC1
[28] CCCSc1nnc(Cn2c(=O)sc3ccccc32)n1-c1ccc(OC)cc1
[29] C=CCn1c(=O)c(=O)n(CCOC)c2ccc(C(F)(F)F)cc21
[30] CCCN(CC(=O)Nc1ccccc1C)C(=O)CCl

assay / entry	25	26	27	28	29	30
GPR151 ag	1.0	-0.6	-0.4	1.2	-2.6	8.4*
FBW7 act	0.2	-0.7	-0.1	0.1	-0.1	0.2
MITF primary	-12	-16	1	-1	-3	3
TEAD-YAP block	-31	19	4	17	3	72*

[31] CNC(=O)n1ccc(C(=O)N2CCCCC2)n1
[32] Cc1ccc2c(nc3s/c(=C/c4ccc(Cl)cc4Cl)c(=O)n32)c1C
[33] COc1ccc(CCn2c(SCC(=O)NCCc3ccccc3)nc3ccsc3c2=O)cc1OC
[34] O=C1CCSc2c1cccc2C(=O)NCc1ccc(F)cc1
[35] Cc1onc(-c2ccccc2Cl)c1C(=O)Nc1cc(=O)n(C)c(=O)n1C
[36] CCOC(=O)C(=O)N1CCc2ccccc2C1

assay / entry	31	32	33	34	35	36
GPR151 ag	-0.7	-1.0	-0.5	-0.9	-0.3	0.2
FBW7 act	0.6	-0.1	0.0	-0.1	0.2	-0.1
MITF primary	26	0	-3	-4	25	0
TEAD-YAP block	-8	-1	5	6	8	9

[37] O=C(Cc1ccccc1)NCC(=O)OCC(=O)c1ccc(-c2ccccc2)cc1
[38] CCN(C(=O)c1cn(C)c(=O)c2cc(OC)c(OC)cc12)c1ccccc1C
[39] CC1CCCN(c2ccc(C(=O)NCc3ccc(Cl)c(Cl)c3)cc2[N+](=O)[O-])C1 (centres undefined)
[40] CC1CC(C)CN(S(=O)(=O)c2ccc(C(=O)NNC(=O)c3ccccc3F)cc2)C1 (centres undefined)
[41] CCOC(=O)C1=C(C)NC2=C(C(=O)CCC2)C1c1ccccc1C(F)(F)F (centres undefined)
[42] CCN1CCN(S(=O)(=O)c2ccc3c(c2)SCC(=O)N3)CC1

assay / entry	37	38	39	40	41	42
GPR151 ag	2.9	1.3	0.1	2.6	-1.5&1.4	1.4
FBW7 act	0.0	0.0	-0.3	-0.1	0.3&0.3	0.0
MITF primary	-11	-2	20	7	0&-5	-2
TEAD-YAP block	-8	-3	9	8	0&7	7

[43] COC(=O)C1=CN(Cc2ccc(F)cc2)C=C(C(=O)OC)C1c1cc2c(cc1Br)OCO2
[44] COc1ccc2ccccc2c1C1C(C(C)=O)=C(C)N=c2s/c(=C\c3cc(C)n(-c4ccc(C)cc4)c3C)c(=O)n21 (centres undefined)
[45] Cc1cc(C)c(S(=O)(=O)n2ccnc2)c(C)c1
[46] Cc1ccc(N(C)C(=O)CCS(=O)(=O)c2cc3c(cc2C)NC(=O)CO3)cc1
[47] Cc1csc(CNC(=O)CC2C(=O)NCCN2C2Cc3ccccc3C2)n1 (centres undefined)
[48] CCCc1cc(=O)n2[nH]c(NCc3cccc(C)c3)nc2n1

assay / entry	43	44	45	46	47	48
GPR151 ag	2.2	-0.6	0.9	3.4	0.5	1.7
FBW7 act	0.1	-0.2	0.4	0.0	0.1	-0.1
MITF primary	-12	8	7	7	-2	5
TEAD-YAP block	-13	0	6	3	-4	-6

Reprinted: entries 43–48
[43] COC(=O)C1=CN(Cc2ccc(F)cc2)C=C(C(=O)OC)C1c1cc2c(cc1Br)OCO2
[44] COc1ccc2ccccc2c1C1C(C(C)=O)=C(C)N=c2s/c(=C\c3cc(C)n(-c4ccc(C)cc4)c3C)c(=O)n21 (centres undefined)
[45] Cc1cc(C)c(S(=O)(=O)n2ccnc2)c(C)c1
[46] Cc1ccc(N(C)C(=O)CCS(=O)(=O)c2cc3c(cc2C)NC(=O)CO3)cc1
[47] Cc1csc(CNC(=O)CC2C(=O)NCCN2C2Cc3ccccc3C2)n1 (centres undefined)
[48] CCCc1cc(=O)n2[nH]c(NCc3cccc(C)c3)nc2n1

assay / entry	43	44	45	46	47	48
GPR151 ag	2.2	-0.6	0.9	3.4	0.5	1.7
FBW7 act	0.1	-0.2	0.4	0.0	0.1	-0.1
MITF primary	-12	8	7	7	-2	5
TEAD-YAP block	-13	0	6	3	-4	-6

Next section.
[49] CCOc1ccccc1NC(=O)c1snnc1C
[50] CCOC(=O)c1c(NC(=O)C2CCCC2)sc2c1CCC(CC)C2 (centres undefined)
[51] CC(SCC(=O)NC12CC3CC(CC(C3)C1)C2)C(=O)O (centres undefined)
[52] CCOc1ccc(-c2ccc(/C=C3/C(=N)N4C(C)=CSC4=NC3=O)o2)c([N+](=O)[O-])c1
[53] Cc1ccc(C(=O)N[C@H](C(=O)Nc2cccc(F)c2)C(C)C)cc1
[54] CC1CCC(=C(C#N)C(N)=S)CC1 (centres undefined)

assay / entry	49	50	51	52	53	54
GPR151 ag	0.8	-1.1	0.6	0.1	1.5	-0.2
FBW7 act	-0.1	-0.1	0.1	-0.3	0.1	0.1
MITF primary	2	6	-2	10	12	13
TEAD-YAP block	-2	0	6	7	2	0

Next section, starting with the last two of the part before.
[53] Cc1ccc(C(=O)N[C@H](C(=O)Nc2cccc(F)c2)C(C)C)cc1
[54] CC1CCC(=C(C#N)C(N)=S)CC1 (centres undefined)
[55] O=C(O)C1CCC1C(=O)N1CCCC1c1nc(-c2ccc(F)cc2)c2ccccn12 (centres undefined)
[56] CCCNC(=O)c1ccc2c(c1)nc(C)n2-c1cc(C)ccc1OC
[57] CCOC(=O)C1=C(C)Nc2ncnn2C1c1ccc(O)c([N+](=O)[O-])c1 (centres undefined)
[58] O=C(CSc1nnc(SCc2ccccc2)s1)N/N=C/c1ccc(C(=O)O)cc1
[59] O=C1c2cccnc2C(=O)N1c1cccc(-c2nc3cc(Cl)ccc3o2)c1
[60] CC(C)(O)C(=O)/C=C/c1cccc([N+](=O)[O-])c1

assay / entry	53	54	55	56	57	58	59	60
GPR151 ag	1.5	-0.2	-0.6	0.6	-0.4	-1.7	0.6	-1.0
FBW7 act	0.1	0.1	-0.6	-0.1	0.3	0.1	0.1	0.3
MITF primary	12	13	2	17	26	0	6	0
TEAD-YAP block	2	0	-5	-5	2	15	-50	48*

[61] COc1cccc(/C=C2/C(=O)NC(=O)N(c3ccccc3F)C2=O)c1
[62] CC(Cc1c[nH]c2ccccc12)NC(=O)CN (centres undefined)
[63] Cc1cnc(N2CCN(c3ccccn3)CC2)nc1N
[64] O=C(c1ccc(=O)[nH]c1)N(Cc1ccco1)C1(C(=O)NC2CCCC2)CCCCC1
[65] Cc1sc2ncn(CC(=O)Nc3ccc(F)c(Cl)c3)c(=O)c2c1S(=O)(=O)N1CCCCC1
[66] O=C(O)c1cnn2c(C(F)(F)F)cc(-c3cccs3)nc12

assay / entry	61	62	63	64	65	66
GPR151 ag	5.0*	-0.6	-0.4	0.3	-0.6	0.6
FBW7 act	0.0	-0.1	0.2	0.1	-0.1	0.0
MITF primary	13	10	-1	7	5	-3
TEAD-YAP block	3	9	-13	10	-2	-16

[67] CCOC(=O)C1=C(C)N=c2s/c(=C\c3cc(Br)c(OC)c(OC)c3)c(=O)n2C1c1ccc(OC)c(OC)c1 (centres undefined)
[68] COc1ccc(CN2CCc3c(nc(N4CCC(C)CC4)[nH]c3=O)C2)cc1O
[69] CCCCC1CN(CCC(=O)NCCCSC)Cc2ccccc2O1 (centres undefined)
[70] Cc1nn(C)c(Cl)c1CN1CCc2nnc(CCc3ccccc3)n2CC1
[71] N#CC1(C#N)CC(C=O)=C(N)C1(C#N)CC(=O)C12CC3CC(CC(C3)C1)C2 (centres undefined)
[72] CCN(Cc1ccccc1)C(=O)CCS(=O)(=O)c1ccc2c(c1)OCC(=O)N2

assay / entry	67	68	69	70	71	72
GPR151 ag	-0.7	-0.2	0.9	0.8	14*	-0.3
FBW7 act	0.1	0.0	0.0	-0.2	-0.2	-0.1
MITF primary	-2	10	5	2	4	10
TEAD-YAP block	-2	13	-5	-1	6	10

[73] COCCCNC(=O)c1cc2c(s1)CS(=O)(=O)C2
[74] CCCN(CCC)CCN1C(=O)C2C(C(=O)Nc3cc(Cl)cc(Cl)c3)C3C=CC2(O3)C1C(=O)NC1CCCC(C)C1C (centres undefined)
[75] O=C(CN1CCN(Cc2ccccc2)C1=O)NCc1ccc(F)cc1
[76] CCNC(=S)NNC(=O)CSc1nnc(-c2ccc(OC)cc2)n1-c1ccccc1
[77] N#Cc1ccccc1NC(=O)Cn1cc([N+](=O)[O-])cn1
[78] CCCNC(=O)C(=O)Nc1ccccc1OC
[79] CCn1c(SCC(=O)Nc2ccc(Oc3ccccc3)cc2)nnc1-c1ccncc1
[80] COCCNC(=O)c1ccc(NC(C)=O)cc1

assay / entry	73	74	75	76	77	78	79	80
GPR151 ag	0.5	2.3	-0.4	0.1	1.4	0.2	-1.8	-0.5
FBW7 act	-0.1	0.1	-0.5	0.0	-0.1	0.0	-0.4	-0.2
MITF primary	0	-2	-6	7	11	9	5	-3
TEAD-YAP block	-6	1	11	5	5	-14	7	3

Reprinted at random: 2 records from the list.
[43] COC(=O)C1=CN(Cc2ccc(F)cc2)C=C(C(=O)OC)C1c1cc2c(cc1Br)OCO2
[77] N#Cc1ccccc1NC(=O)Cn1cc([N+](=O)[O-])cn1

assay / entry	43	77
GPR151 ag	2.2	1.4
FBW7 act	0.1	-0.1
MITF primary	-12	11
TEAD-YAP block	-13	5
